# BRCA1 expr up: qHTS Assay to Identify Small Molecule Activators of BRCA1 Expression; MCF7-BRCA1-FFLuc reporter, luminescence, 48 h; response scale: scaled: vehicle 0%, 10 µM genistein 100%; Potency, µM (doses to about 46.1 µM), without a hit: at the top dose activation, most hits filed as activators; 380,000 tested, 1.1% active; AID 624202, 2012; note: potency is the fitted concentration of half-maximal effect; nearly all actives have a fitted effect of over 80% in size; some results filed as inactive show a strong effect at the top dose
#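 MCF7-BRCA1-FFLuc, 2000 cells/well; 2 h attach, 37 °C/5% CO2; compound 48 h; luciferase substrate 15 min; luminescence end-point. Norm. to genistein 10 microM max activation and DMSO; concentration-response curves fitted.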
# TRPV1 ag: HTS Assay for Compounds that Act as Agonists of the Vanilloid Receptor 1. Transient receptor potential cation channel subfamily V member 1 (Homo sapiens), Q8NER1. TRPV1-expressing cells, Fluo-8 calcium influx, agonist mode. activation, % at 8.33 µM. 320,000 tested, 0.19% active. AID 540275, 2011; in the data active = activation above about 80%; inconclusive = between about 30% and that limit; note: 0% is about no effect
#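 TRPV1-expressing cells were cultured overnight at 35.5C and loaded with Fluo-8 calcium dye for 40 to 90 min at room temperature. After a 10 s baseline, compound was added and calcium influx was read kinetically for 3 min (ex 480/em 520 nm).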
# TCR activator: Activators of T cell receptors: qHTS campaign; primary human leukocytes, anti-CD3, IL-2 HTRF, 48 h; Potency, µM (series often up to 9.22 µM), inactives show at the top dose activation of IL-2 secretion, usual class: activators; 330,000 tested, under 10 active; note: % of control where 0% means no effect
#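 IL-2 produced over 48 hr by a-CD3 bead-stimulated primary human leukocytes exposed to compounds was detected with a homogeneous time-resolved FRET immunoassay, 665nm acceptor signal after 320nm excitation.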
# a7 integrin act: qHTS for Activators of Integrin-Mediated Alleviation for Muscular Dystrophy; alpha7betagal myoblasts, beta-gal FDG fluorescence, 48 h; Potency, µM (titrated, usually from 38.3 µM), for the others: at the top dose activation, actives largely listed as activators; 350,000 tested, 0.064% active; AID 624291, 2012;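 note: potency is the fitted concentration of half-maximal effect; 100% = response of the positive control SU9516; nearly all actives have a fitted effect of over 60% in size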
#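 Alpha7betagal+/- myoblasts (passage 13) were plated 16-24 hr, then exposed to compounds (1:260 dilution of DMSO stock) for 48 hours at 37C. After MPER lysis, β-galactosidase reporter activity was read as FDG fluorescence (ex 480/em 540) after 30 minutes.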
# p53 reactivator: qHTS assay for re-activators of p53 using a Luc reporter; H1299 p53-A138V BP100-luciferase reporter, luminescence, 24 h; Potency, µM (series often up to 92.2 µM), for inactives: at the highest dose activity change, positive = activation, most hits filed as activators; 320,000 tested, 0.063% active; note: potency is the fitted concentration of half-maximal effect; % of control where 0% means no effect; nearly all actives have a fitted effect of over 45% in size
#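 H1299 (p53-null), stable ts p53-A138V + BP100-Luc; 1000 cells/well, Opti-MEM/10% FBS; cpd 4 pt, 1:5; 24 h, 37 deg C, 5% CO2; detection reagent 10 min RT; luminescence.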
# CXXC DNA block: qHTS Fluorescence Polarization Assay for Inhibitors of MLL CXXC domain - DNA interaction; MLL-CXXC / FITC-HOXA9 DNA fluorescence polarization; Potency, µM (series often up to 115 µM), without a hit: at the top dose activity change, negative = inhibition, most hits filed as inhibitors; 290,000 tested, 0.037% active; AID 2662, 2010; active = well fitted inhibition curve with a large enough effect in the polarisation, with a control signal flat, not every such curve was filed as active; inconclusive = small, poorly fitted or top-dose-only effect, or effect the other way, or a change in a side signal; inactive = no such curve, though single readings can be large or run the other way; the % refers to the polarisation; note: potency is the fitted concentration of half-maximal effect
#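 Steps: dispense CXXC domain solution (7 uM) → pin compounds or unlabeled HOX-A9 DNA control → 5 min ambient → add FLSN-HOX-A9 solution (50 nM) → spin → 30 min ambient → fluorescence polarization. Tris pH 7.5/NaCl/DTT/BSA buffer.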
# B2AR arrestin: qHTS assay of beta-arrestin-biased ligands of beta2-adrenergic receptor | Potency, µM (titrated, usually from 46.1 µM), without a hit: at the highest dose activation, actives largely listed as activators | 330,000 tested, 0.02% active | Beta-2 adrenergic receptor (Homo sapiens), P07550 | AID 492947, 2010 | beta-arrestin recruitment to beta2AR, cell-based reporter;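 note: potency is the fitted concentration of half-maximal effect; 0% = DMSO controls and full agonism = EC100 isoproterenol or metaproterenol; nearly all actives have a fitted effect of over 65% in size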
# Target sequence (P07550 whole entry, looked up): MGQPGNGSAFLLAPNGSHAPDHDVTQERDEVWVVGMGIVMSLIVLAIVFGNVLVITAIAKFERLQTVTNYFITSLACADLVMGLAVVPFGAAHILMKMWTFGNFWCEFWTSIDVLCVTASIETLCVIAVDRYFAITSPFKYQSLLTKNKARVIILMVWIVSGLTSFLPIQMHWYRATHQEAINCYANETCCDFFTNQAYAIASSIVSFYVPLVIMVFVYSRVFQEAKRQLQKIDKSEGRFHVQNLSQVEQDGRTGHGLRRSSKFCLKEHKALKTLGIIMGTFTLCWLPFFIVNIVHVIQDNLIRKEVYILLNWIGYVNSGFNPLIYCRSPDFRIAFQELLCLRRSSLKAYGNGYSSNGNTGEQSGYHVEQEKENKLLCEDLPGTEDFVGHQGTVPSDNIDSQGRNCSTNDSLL
# A-T KAP1 phos: qHTS Assay for Identifying a Potential Treatment of Ataxia-Telangiectasia. AID 485349, 2010. 320,000 tested, 0.19% active. Potency, µM (doses to about 57.5 µM), for the others: at the top dose activation, usual class: activators. […] A-T fibroblasts, KAP-1 phosphorylation AlphaLISA; neocarzinostatin DNA damage 30 min before lysis; note: potency is the fitted concentration of half-maximal effect; % of control where 0% means no effect; nearly all actives have a fitted effect of over 45% in size
#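 ATM-like activity read as KAP-1 phosphorylation via AlphaLISA donor/acceptor antibody pairs after lysis and 6 hr at 25C. Cells were ATM-null patient fibroblasts ([…], hTERT), dosed 60 min, then exposed to the DSB inducer NCS for 30 min.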
# TSG101-PTAP inh: qHTS Assay for Iinhibitors of HIV-1 Budding by Blocking the Interaction of PTAP/TSG101. Fluorescence polarization, FITC-PTAP peptide / Tsg101 binding. Tumor susceptibility gene 101 protein (Homo sapiens), Q99816. Potency, µM (series often up to 115 µM), for inactives: at the highest dose activity change, negative = inhibition, hits mostly inhibitors. 340,000 tested, under 10 active. AID 493005, 2010; active = well fitted inhibition curve with a large enough effect in the main read-out, with a control signal flat, not every such curve was filed as active; inconclusive = small, poorly fitted or top-dose-only effect, or effect the other way, or a change in a side signal; inactive = no such curve, though single readings can be large or run the other way; note: potency is the fitted concentration of half-maximal effect; % of control where 0% means no effect
# Target sequence (Q99816 whole entry, looked up): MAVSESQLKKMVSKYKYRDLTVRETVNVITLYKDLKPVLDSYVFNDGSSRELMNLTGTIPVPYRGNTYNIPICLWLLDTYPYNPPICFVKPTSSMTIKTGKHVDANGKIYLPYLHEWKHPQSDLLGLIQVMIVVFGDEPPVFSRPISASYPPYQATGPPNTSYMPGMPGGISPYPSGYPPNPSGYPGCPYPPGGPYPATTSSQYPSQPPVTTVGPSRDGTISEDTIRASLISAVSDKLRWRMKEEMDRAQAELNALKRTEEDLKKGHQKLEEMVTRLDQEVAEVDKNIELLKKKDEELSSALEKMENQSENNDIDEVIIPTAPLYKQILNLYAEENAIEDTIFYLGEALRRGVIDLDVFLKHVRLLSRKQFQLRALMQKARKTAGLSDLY
#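 Compounds were pin-transferred onto Tsg101 binding domain (10 uM final) in HEPES pH 7.5 buffer, then FITC-PTAP peptide was added at 50 nM final. After 20 min at RT, polarization reported peptide displacement across a qHTS concentration series.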
# ELG1 repair inh: qHTS screen for small molecules that inhibit ELG1-dependent DNA repair in human embryonic kidney (HEK293T) cells expressing luciferase-tagged ELG1; HEK293T ELG1-luciferase reporter, luminescence, 16 h; DNA damage induced by 5-fluorouridine; Potency, µM (doses to about 46.1 µM), inactives show top-dose activity change, negative = inhibition, hits mostly inhibitors; 330,000 tested, 2.3% active; note: potency is the fitted concentration of half-maximal effect; % is set by controls: 0 for no effect and ±100 for the full control effect; nearly all actives have a fitted effect of over 55% in size
#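 Quantitative HTS, concentration-response format. 2,000 cells/well co-treated with 5-fluorouridine and compound, 16 hr in 5% CO2 at 37 °C; ONE-Glo luminescence read after 30 min.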
# Starred values were filed as active, the others as inactive; u = inconclusive; x = no result given; & = joins results of further samples; [ ] = dose if it differs, or a comment. Unless noted, calls come from the whole dose curve; as a rule, active = well fitted curve in the direction sought with a large enough effect; inconclusive = small, poorly fitted or top-dose-only effect, or another doubt; inactive = no such curve, though single readings can be large; an effect the other way counts as inactive or inconclusive.
no. | compound | BRCA1 expr up | TRPV1 ag | TCR activator | a7 integrin act | p53 reactivator | CXXC DNA block | B2AR arrestin | A-T KAP1 phos | TSG101-PTAP inh | ELG1 repair inh
1 | CCN(CC)S(=O)(=O)c1cc(NC(=O)C(C)N2CCN(c3ccccn3)CC2)ccc1C (centres undefined) | -25.5% | 8.6 | -2.2% | 15.4% | 3.4% | 6.7% | 0.5% | 1.3% | -5.1% | 20.6µM*
2 | COc1ccc2[nH]c3c(c2c1)CCN1C(=O)C(CC(=O)NCc2ccc(OC)c(OC)c2)C[C@H](C(=O)N(C(C)C)C(C)C)[C@@]31C (some centres undefined) | 0.0% | x | -0.8%[46.1 µM] | 0.4% | -4.1% | x | 0.5% | -17.4% | -10.1% | -11.5%
3 | Cc1ccc2nc(SC(C)C(=O)N3CCCC3)[nH]c2c1 (centres undefined) | 73.8% | 3.7 | 6.7%[46.1 µM] | 16.3% | 26.0% | 12.1% | 0.0% | -0.6% | 0.2% | u
4 | CCCN(CC1CCCO1)C(=O)CCc1nnc(CCc2ccc(OC)cc2)o1 (centres undefined) | 0.4% | 1.2 | -0.1% | 12.2% | 12.9% | -1.3% | 0.4% | 4.8% | -8.2% | u
5 | CN(C1CCCC1)C1CCN(C(=O)CNC(=O)/C=C/c2cccc(C(F)(F)F)c2)CC1 | -1.4% | 0.3 | 0.4% | -45.1%[inhibitor] | 3.8% | 7.0% | -0.4% | -2.8% | -1.1% | -17.5%
6 | O=C(COC(=O)/C=C/c1ccccc1Cl)NCC1CCCO1 (centres undefined) | -25.9% | x | 2.4%[46.1 µM] | -31.6% | 22.6% | x | 3.5% | 4.6% | -1.0% | u
7 | COc1ccc(/C=N/n2c(=O)[nH]c3c([nH]c4ccc(C)cc43)c2=O)cc1CN1CCOCC1 | -5.1% | -1.2 | x | -6.8% | -23.7% | 9.4% | 0.2% | -0.7% | -2.6% | -7.7%
8 | O=C(NC1=NCCS1)c1ccc(Br)s1 | 3.16µM* | 4.8 | -5.5% | 6.6% | u | -9.9% | -0.5% | x | -3.8% | u
9 | CCOc1ccc(C(=O)CCC(=O)N(CC)CC(=O)NCc2ccc(Cl)cc2)cc1 | 26.6% | u | 0.5% | -4.1% | 15.1% | 39.0%[activator] | -0.7% | 1.8% | -0.7% | 2.2%
10 | CC1CN(S(=O)(=O)c2ccc(C(=O)N3CCc4ccccc43)cc2)CC(C)O1 (centres undefined) | -6.0% | 0.6 | 5.5% | 15.0% | 2.8% | x | -0.3% | 2.0% | -6.8% | -6.5%
11 | NC(=O)COC(=O)c1ccc(S(=O)(=O)NCc2ccco2)cc1 | -4.1% | 1.5 | 0.9% | 1.5% | 2.4% | 13.0% | 0.3% | -2.6% | -0.3% | 14.6%
12 | O=C(OCC(=O)N1CCc2ccccc2C1)c1ccc(N2CCOCC2)c([N+](=O)[O-])c1 | -0.1% | 10.3 | 2.1%[46.1 µM] | 14.3% | -10.8% | 4.2% | -0.2% | -5.0% | -0.9% | 3.9%
13 | Cc1cc2oc(=O)c(CC(=O)NCCCN(C)C)c(C)c2c2occ(C(C)(C)C)c12 | -90.9%[inhibitor] | 1.4 | 2.0% | -72.2%[inhibitor] | 7.3% | -4.3% | 2.6% | 34.8% | -4.0% | u
14 | CNC(=S)NNC(=O)c1ccccc1F | -7.2% | 0.9 | 2.8% | 12.0% | -3.2% | 12.5% | -0.1% | 5.3% | 1.0% | 11.6%
15 | Cc1ccc(C)c(-c2ccc(=O)n(Cc3ccc(F)cc3Cl)n2)c1 | -40.2%&7.9% | 16.6 | 6.7% | 7.6% | -8.9% | -2.7% | -0.7% | -3.4% | -3.7% | -1.8%
16 | O=S1(=O)CC/C(=N\O)c2ccccc21 | 0.5% | 1.3 | 0.5%[46.1 µM] | -11.0% | 1.0% | -14.3% | -0.9% | 0.1% | -4.7% | 11.0%
17 | O=C(N/N=C/c1ccccn1)C(=O)N1CCCCCC1 | -2.1% | 0.2 | -0.8% | -0.6% | 2.0% | -13.2% | -0.4% | -8.8% | -1.0% | 1.3%
18 | O=C(NCCCN1CCCC1=O)c1cc(-c2ccc(F)cc2)nc2ccccc12 | 14.0% | x | 4.7% | -6.2% | -1.3% | x | 0.0% | 17.7% | 0.5% | 18.3µM*
19 | Cc1c(NC(=O)Nc2ccc([N+](=O)[O-])cc2)c(=O)n(-c2ccccc2)n1C | -4.8% | 4.1 | -3.6% | -9.0% | 3.8% | -3.2% | 0.1% | -1.8% | 0.3% | -0.3%
20 | Cc1onc(NC(=O)NC(=O)c2ccccc2F)c1Br | 66.8% | -1.9 | -0.3% | 3.0% | 17.2% | 20.7% | -1.0% | -1.8% | -6.8% | u
21 | Cc1ccc(S(=O)(=O)Nc2ccc(C(=O)N3CCN(c4ccccc4O)CC3)cc2)cc1[N+](=O)[O-] | -26.0% | -1.9 | -1.9% | -12.7% | -1.1% | x | -0.2% | 1.2% | -4.6% | -4.1%
22 | CCCCn1c(Nc2ccc(OC)cc2)nc2ccccc21 | -1.3% | -2.0 | 1.6% | -3.8% | 1.2% | 1.7% | 0.1% | -1.3% | 2.2% | 0.6%
23 | Cc1nn(-c2ccccc2)c(Cl)c1C(=O)NCC1CCCO1 (centres undefined) | -3.1% | 18.0 | 3.6% | -18.8% | 6.3% | x | 0.0% | -5.7% | -3.1% | 8.6%
24 | COc1cccc(CN2CCNC(=O)C2CC(=O)NCCN2CCOCC2)c1OC (centres undefined) | -11.3% | -5.1 | -2.9% | 22.3% | 8.9% | -3.3% | 0.5% | 11.2% | -4.7% | 6.4%
25 | Cc1ccc(C(=O)N2C3=C(CCCC3)C(=O)NC23CCCCC3)cc1 | 0.0% | 26.7 | -2.3% | -4.9% | 2.1% | 11.7% | 0.0% | 2.3% | -2.3% | 15.6%

# The list goes on:
no. | compound | BRCA1 expr up | TRPV1 ag | TCR activator | a7 integrin act | p53 reactivator | CXXC DNA block | B2AR arrestin | A-T KAP1 phos | TSG101-PTAP inh | ELG1 repair inh
26 | CC(C)(C)c1csc(NC(=O)c2ccc(Cl)s2)n1 | -20.1% | 0.6 | -0.3% | -23.6% | -1.5% | 0.2% | -0.1% | 24.4% | -4.9% | 14.8%
27 | CC(C)(C)NC(=O)CCN(/N=C/c1ccccc1)C1=NS(=O)(=O)c2ccccc21 | -34.4% | u | -1.3% | -5.7% | -1.8% | 3.4% | -1.0% | -7.4% | -3.3% | -19.8%
28 | O=C(COC(=O)c1cc(Cl)ccc1O)NC(=O)NCc1ccccc1 | 6.2% | 0.2 | -4.1% | -11.0% | -1.5% | x | 2.8% | 3.4% | 5.2% | u
29 | O=C1CCN(Cc2ccccc2)C(=O)N1c1ccccc1 | 6.5% | x | -2.5% | -22.3% | -1.8% | -10.6% | -0.7% | 17.1% | -2.1% | 2.3%
30 | CCc1ccc(NC(=S)NC(=O)CC(C)C)cc1 | 6.31µM* | -11.0 | -1.8%[46.1 µM] | 7.9% | u | 2.6% | 0.2% | -4.3% | -4.2% | u
31 | COc1ccc(-c2[nH]c(-c3ccc(C)cc3)nc2SCC(=O)NC2CCCC2)cc1 | -56.6% | -0.2 | -2.5% | -12.6% | -7.2% | 11.2% | 2.0% | -18.4% | -3.0% | u
32 | COC(=O)c1ccc(CNC(=O)c2ccc(S(=O)(=O)N3CCCC(C)C3)cc2)cc1 (centres undefined) | 0.5% | 2.9 | 3.0% | -18.8% | 4.0% | x | -0.2% | 10.0% | -3.1% | 4.4%
33 | CC(C)c1ccc(NC(=O)c2cc([N+](=O)[O-])ccc2N2CCOCC2)cc1 | -42.3% | 10.5 | -2.4% | 17.0% | 20.6% | 3.1% | 0.5% | 2.6% | -2.6% | 4.1%
34 | Cc1ccc2nc(Nc3nc(=O)c4ccccc4n3C)nc(C)c2c1 | x | -0.1 | x | x | 4.6% | -10.7% | 0.3% | -12.3% | x | 16.3%
35 | CCSc1nnc2ccc(-c3ccc(OC)c(OC)c3)nn12 | 0.0% | -0.2 | -6.7% | -15.5% | 12.7% | -6.9% | -0.4% | 6.5% | 1.7% | u
36 | CCc1nc2nc(C)c(NS(=O)(=O)c3ccc(C4CCCCC4)cc3)c(=O)n2[nH]1 | -5.8% | 1.1 | -0.2% | 14.7% | -4.9% | -3.0% | -0.6% | 9.3% | -3.6% | 0.3%
37 | O=C(CSc1nc2ccccc2nc1SCC(=O)N1CCOCC1)N1CCOCC1 | -17.6% | -4.3 | -0.9% | -23.7% | 0.1% | 0.9% | -0.2% | 9.3% | -3.5% | 2.8%
